Screening results from PubChem.
CAL PDZ FP – CAL PDZ peptide-binding inhibitors, primary screen, biochemical, fluorescence polarization, Cer-tagged CAL PDZ, HTS; Golgi-associated PDZ and coiled-coil motif-containing protein (Homo sapiens), Q9HD26; purified CAL PDZ, TMR-peptide fluorescence polarization, 1 h; inhibition, % at 20 µM; hit rate 0.02% among 330,000; AID 504414, 2011;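 active means highest replicate inhibition of at least 40%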;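 further: plate controls were DMSO neutral control wells for no effect and unlabeled competitor peptide control wells for full effect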
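System: purified tagged CAL PDZ domain construct (CerCALP). Schedule: 1 h incubation at room temperature before polarization reading. Medium: 25 mM sodium phosphate pH 7.4, 150 mM NaCl, TCEP, IgG, Thesit. Read-out: percent inhibition from loss of millipolarization. Measured by: FP readout, S and P plane fluorescence. Probe or stimulus: fluorescent TMR peptide probe.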
PfHsp90 set2 – growth inhibition of PfHsp90-expressing yeast, primary screen, antimalarial PfHsp90 inhibitor project, S. cerevisiae, BacTiter-Glo luminescence, single point, set 2; BacTiter-Glo ATP, 48 h; yeast lacking PDR1 and PDR3 efflux regulators; hit rate 0.32% among 310,000; inhibition, % at 9.4 µM;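 active means every replicate shows inhibition above about 80%, whatever the replicate mean, limit read from the data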;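 further: 0% = DMSO neutral controls and 100% = 20 µM radicicol positive controls; yeast relying on Plasmodium falciparum Hsp90 in place of its own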
Tat transport – E. coli Tat export inhibitors, primary screen, MC4100, TorA-mCherry reporter, fluorescence, single point | inhibition, % at 10 µM | hit rate 0.036% among 340,000;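 active means mean replicate inhibition at least 50% and at least half of replicates individually reaching 50%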;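 further: exported cargo escapes ClpAP degradation while cytoplasmic cargo is degraded and loses fluorescence; 0% = median of neutral control wells and 100% = median of NaSCN control wells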
Ecoli viability – E. coli V3065 growth inhibition, primary screen, counter-screen for AddAB inhibitor project, absorbance, OD600 | AID 449728, 2010 | 18 h | hit rate 0.27% among 330,000 | inhibition, % at 11.9 µM;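 active means inhibition above the campaign's mean inhibition across all tested compounds plus 3 SD, cut at about 9.9% in these data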;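 further: uninfected addAB+ strain grown without phage in ampicillin broth; 0% = DMSO wells and 100% = ciprofloxacin 0.95 µg/ml wells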
AddAB inh – growth inhibition of E. coli expressing H. pylori AddAB, primary screen, AddAB inhibitor project, absorbance; inhibition, % at 11.9 µM; hit rate 0.29% among 330,000; AID 435030, 2010; in the data active means inhibition above about 12%;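 further: 0% = vehicle wells of infected cells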
Rtt109 HAT inh – inhibitors of C. albicans Rtt109/Vps75 HAT, primary screen, biochemical, ThioGlo CoA-SH fluorescence, plate reader; AID 540336, 2011; Histone acetyltransferase RTT109 (Candida albicans (strain SC5314 / ATCC MYA-2876)), …; purified Rtt109/Vps75, 4 h; hit rate 0.16% among 330,000; inhibition, % at 34.9 µM;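 active means inhibition of at least 50% in every replicate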
Target sequence (Q5AAJ8 whole entry, looked up): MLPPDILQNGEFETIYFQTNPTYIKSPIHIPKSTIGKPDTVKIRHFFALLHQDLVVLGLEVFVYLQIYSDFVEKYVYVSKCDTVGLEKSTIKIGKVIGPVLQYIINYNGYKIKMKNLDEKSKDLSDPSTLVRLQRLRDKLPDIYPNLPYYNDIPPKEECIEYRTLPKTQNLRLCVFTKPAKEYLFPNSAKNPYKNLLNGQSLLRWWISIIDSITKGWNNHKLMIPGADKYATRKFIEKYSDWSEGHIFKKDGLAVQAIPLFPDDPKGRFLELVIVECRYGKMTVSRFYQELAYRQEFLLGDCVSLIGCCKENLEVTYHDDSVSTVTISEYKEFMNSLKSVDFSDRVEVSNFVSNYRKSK
PvdQ acylase – P. aeruginosa PvdQ acylase inhibitors, primary screen, biochemical, fluorescence, plate reader and imaging, single point; purified PvdQ acylase; hit rate 0.063% among 340,000; inhibition, % at 10 µM; PvdQ acylase [Pseudomonas aeruginosa LESB58]; AID 488965, 2010; in the data active means inhibition above about 30%, passing the limit was not always enough;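 further: 0% = vehicle neutral wells and 100% = reference inhibitor wells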
phage Ecoli inh – growth loss of phage-infected E. coli, primary screen, RecBCD inhibitor project, absorbance, with phage, HTS; inhibition, % at 11.9 µM; hit rate 0.26% among 360,000; in the data active means inhibition above about 11%
Wnt bcat act – Wnt/beta-catenin pathway activators, primary screen, cell-based, plate reader, single point. Wnt/beta-catenin reporter cell assay, activator. activation, % at 9.35 µM. hit rate 1.2% among 300,000; in the data active means activation above about 30%, passing the limit was not always enough;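 further: 0% = neutral control wells and 100% = positive control wells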
DAGLB inh – DAGLB lipase inhibitors, primary screen, biochemical, fluorescence, HTS; HEK293T DAGLB membrane lysate, EnzChek fluorogenic substrate; inhibition, % at 5.17 µM; hit rate 0.059% among 340,000; AID 504411, 2011; in the data active means inhibition above about 34%;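 further: 0% = enzyme with vehicle and 100% = wells lacking enzyme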
Target sequence (Q8NCG7 whole entry, looked up): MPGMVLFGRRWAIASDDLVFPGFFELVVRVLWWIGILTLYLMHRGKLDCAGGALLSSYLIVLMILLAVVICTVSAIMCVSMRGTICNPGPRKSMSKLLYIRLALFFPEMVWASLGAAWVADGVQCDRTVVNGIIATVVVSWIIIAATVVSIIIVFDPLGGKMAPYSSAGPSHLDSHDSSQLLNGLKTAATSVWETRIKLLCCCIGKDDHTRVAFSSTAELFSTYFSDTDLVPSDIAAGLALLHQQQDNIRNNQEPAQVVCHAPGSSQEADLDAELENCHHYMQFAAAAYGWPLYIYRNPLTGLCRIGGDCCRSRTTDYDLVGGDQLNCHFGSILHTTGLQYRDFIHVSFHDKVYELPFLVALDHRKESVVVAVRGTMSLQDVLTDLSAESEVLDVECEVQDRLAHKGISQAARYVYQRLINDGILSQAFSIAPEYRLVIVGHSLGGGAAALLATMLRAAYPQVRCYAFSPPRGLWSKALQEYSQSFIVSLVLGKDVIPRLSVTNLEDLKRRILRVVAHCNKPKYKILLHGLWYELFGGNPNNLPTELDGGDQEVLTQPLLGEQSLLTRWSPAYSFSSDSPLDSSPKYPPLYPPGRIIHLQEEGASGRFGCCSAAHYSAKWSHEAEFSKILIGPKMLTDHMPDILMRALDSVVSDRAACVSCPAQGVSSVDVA
* hit, by the source's call; x = no result given.

Every second line gives: CAL PDZ FP	PfHsp90 set2	Tat transport	Ecoli viability	AddAB inh	Rtt109 HAT inh	PvdQ acylase	phage Ecoli inh	Wnt bcat act	DAGLB inh
[1] CC(Sc1nc2nn(-c3ccccc3)c(=O)c-2c2n1CCCCC2)C(N)=O (stereo not given)
    0.6	25	-2	-0.9	2.2	2	0	3.2	x	0
[2] N#Cc1ccc(Cl)cc1NC(=O)COC(=O)c1ccc2c(c1)OCCO2
    -2.3	-5	22	-1.0	1.3	-3	-22	-0.5	5	-8
[3] O=C(NCCC1=CCCCC1)C1CCN(S(=O)(=O)c2cnc[nH]2)CC1
    -2.3	7	-8	-2.4	2.0	-9	-13	3.4	-2	1
[4] COc1ccc(C(=O)NNC(=S)Nc2ccccc2)cc1
    -1.7	21	1	0.9	-1.2	-7	-1	2.7	21	-2
[5] COc1cc(C(=O)NNC(=S)NC(=O)/C=C/c2ccccc2)cc(OC)c1OC
    0.6	6	-10	-3.7	-6.9	34	7	-4.4	0	0
[6] CC1CC(C)(C)NC(=S)N1CC(=O)N1CCN(Cc2ccccc2)CC1 (stereo not given)
    -0.3	-49	-2	-4.7	-1.6	-2	-15	1.8	-1	1
[7] O=C(OCC(=O)N1CCCc2ccccc21)c1ccc(Cl)nc1
    -0.5	-24	5	0.1	2.1	3	-16	4.7	0	-2
[8] Cn1c(N)c(C(=O)COC(=O)C2CCCC2)c(=O)n(C)c1=O
    -2.1	0	11	-0.9	2.4	-6	-10	4.1	-2	-2
[9] COc1ccc(OC)c(C(=O)c2coc3ccc(OC(C)=O)cc23)c1
    -3.3	-2	7	2.1	1.3	x	8	0.7	18	-4
[10] Cc1ccc(/C=N/N2CCN(c3ccccn3)CC2)cc1
    -4.1	7	-5	-1.2	-1.2	4	0	2.2	-1	-1
[11] C=CC[N+]1(CC=C)CCOCC1
    -0.9	-19	3	1.0	-3.2	-20	-16	4.4	1	-2
[12] COC(=O)c1cc(OC)c(OC)cc1NC(=O)CCc1ccc(C)o1
    -0.1	3	4	2.8	4.4	-8	-6	1.2	x	-1
[13] CCn1nc(C)c(/C=N/NC(=O)Cn2nnc(N)n2)c1C
    -0.6	20	-16	-2.1	0.4	24	-4	0.2	1	-12
[14] Cc1c(C(=O)OCC2CCCO2)[nH]c2c1C(=O)CC(c1ccc(N(C)C)cc1)C2 (stereo not given)
    -0.9	6	-13	-0.5	6.8	-2	5	1.2	-6	1
[15] CC(=O)Nc1ccc2c(c1)N(C(=O)CN(C)C)c1ccccc1CC2
    1.0	-44	-4	-3.7	0.5	-7	-5	0.3	x	0
[16] CCOc1ccc(NS(=O)(=O)c2ccc(C(=O)NCC(c3ccc(OC)cc3)N3CCCC3)cc2)cc1 (stereo not given)
    -3.8	26	9	-1.0	-2.7	6	-8	4.7	-2	3
[17] CCCCc1nc(SCCN2CCOCC2)c2c(=O)n(C)c(=O)n(C)c2n1
    -2.0	x	-17	2.6	5.0	21	5	3.0	0	-2
[18] COc1cc(Cl)c(C)cc1NC(=O)[C@@H]1CCCN1C(=O)c1cccs1
    -3.1	4	5	1.5	1.0	x	-1	4.2	0	-3
[19] Cc1cc(/C(N)=N/OC(=O)c2cccc(Cl)c2)no1
    -1.4	-6	2	-2.5	0.6	2	7	2.6	38*	x
[20] NS(=O)(=O)c1cccc(NC(=O)CSc2nnc3n2CCCCC3)c1
    -0.4	-8	-2	1.6	3.4	-5	-8	0.4	2	-2
[21] O=C(CN1C(=O)S/C(=C\c2ccc(Cl)cc2)C1=O)NNC(=O)c1ccccc1O
    -1.4	-6	-3	6.1	16*	x	10	8.8	x	15
[22] CCCNC(=O)COC(=O)c1ccc(Cl)c(S(=O)(=O)N2CCCC2)c1
    0.0	-2	-6	-2.6	-0.3	0	3	1.1	0	-2
[23] Cc1ccc(-c2c(C(=O)Nc3ccccc3C)c(C)[nH]c(=S)c2C#N)o1
    -0.9	-3	1	-1.0	-0.5	0	-15	7.0	-1	x
[24] O=C(NCCCn1cccn1)C1CCC(=O)N(CCc2ccccc2)C1 (stereo not given)
    -2.3	-4	-5	-0.1	3.7	-10	0	0.7	4	-1
[25] C/C(CC(=O)Nc1cccnc1)=N/NC(=O)COc1ccc(Cl)cc1Br
    -0.2	10	3	-1.1	1.5	1	-20	1.5	-3	0
[26] C/C(CC(=O)Nc1ccccc1-c1ccccc1)=N\NC(=O)COc1ccc(C)cc1Br
    -1.5	-2	6	-0.2	2.6	11	-2	1.6	x	0
[27] O=C(OCC(=O)N1CCCc2ccccc21)c1cccc(C(F)(F)F)c1
    -2.2	x	7	-2.1	0.7	-6	-8	4.0	-2	-6
[28] Cn1c(CNC(=O)CNS(=O)(=O)c2ccc(Br)cc2)cc(=O)n(C)c1=O
    -2.3	-10	7	-1.1	3.6	-2	-19	3.6	-3	0
[29] CCN(CCCNC(=O)COc1cc(=O)n(CC)c2ccccc12)c1ccccc1
    -0.6	x	-3	-4.4	-1.6	10	-14	1.7	x	2
[30] Cc1ccc(S(=O)(=O)CCC(=O)OCc2cc(C)ccc2C)cc1
    -2.5	-6	5	-2.1	4.2	3	-6	0.7	3	-5

Reformatted as labelled records: entries from further up
11: C=CC[N+]1(CC=C)CCOCC1
  CAL PDZ FP: -0.9; PfHsp90 set2: -19; Tat transport: 3; Ecoli viability: 1.0; AddAB inh: -3.2; Rtt109 HAT inh: -20; PvdQ acylase: -16; phage Ecoli inh: 4.4; Wnt bcat act: 1; DAGLB inh: -2

12: COC(=O)c1cc(OC)c(OC)cc1NC(=O)CCc1ccc(C)o1
  CAL PDZ FP: -0.1; PfHsp90 set2: 3; Tat transport: 4; Ecoli viability: 2.8; AddAB inh: 4.4; Rtt109 HAT inh: -8; PvdQ acylase: -6; phage Ecoli inh: 1.2; Wnt bcat act: x; DAGLB inh: -1

The listing continues.
Every second line gives: CAL PDZ FP	PfHsp90 set2	Tat transport	Ecoli viability	AddAB inh	Rtt109 HAT inh	PvdQ acylase	phage Ecoli inh	Wnt bcat act	DAGLB inh
[31] CCOC(CNC(=O)C(=O)Nc1cc2c3c(c1)CCN3C(=O)CC2)OCC
    -2.5	11	1	-2.0	4.1	-9	-3	-0.4	-1	6
[32] Cc1[nH]nc2oc(=O)c(CCO)c(C)c12
    0.1	x	10	-0.4	0.2	11	8	0.8	4	3
[33] CCC(C)NS(=O)(=O)c1ccc(OCC(=O)Nc2ccc3c(c2)OCCO3)cc1 (stereo not given)
    -0.4	0	1	-2.0	1.5	-2	-14	1.8	x	2
[34] Cc1onc(-c2ccccc2)c1C(=O)NNC(=O)c1ccccc1O
    -1.9	x	2	-2.7	-0.8	-2	-15	3.6	-5	5
[35] CCN(CC)CCN1C(=O)C2C(C(=O)Nc3cc(C)cc(C)c3)C3C=CC2(O3)C1C(=O)NC1CCCCC1 (stereo not given)
    -0.2	22	-7	0.4	2.7	-1	-2	2.4	0	-1
[36] Cc1cc(C)cc(OCC(=O)OCC(=O)N2CCc3ccccc32)c1
    0.2	13	-3	-1.1	-2.0	12	-14	2.1	-1	-8
[37] Cc1c(Br)c([N+](=O)[O-])nn1CC(=O)N1CCN(Cc2ccccc2)CC1
    -0.8	7	-6	-1.8	0.8	4	5	3.6	0	-1
[38] O=C(O)c1ccccc1-c1nnc2c(Cl)cc(C(F)(F)F)cn12
    -1.1	-5	-10	-0.5	-0.6	15	14	-1.8	1	-1
[39] CC(C)Cn1c(-c2ccco2)csc1=Nc1cccnc1
    -0.6	16	-1	-1.3	-0.2	1	-14	-3.4	x	3
[40] CN(Cc1ccco1)C(=O)c1cc2c(s1)-c1ccc(Cl)cc1S(=O)(=O)C2
    -1.4	7	-13	-1.1	-0.9	-3	-2	0.2	-1	2
[41] CC(C)=CCc1cc(-c2oc3cc(O)cc(O)c3c(=O)c2O)ccc1O
    -0.7	x	3	1.0	6.0	7	6	3.4	-1	7
[42] O=C(CSc1nnc(COc2ccccc2)o1)N1CCN(c2ccccc2)CC1
    x	2	5	0.7	0.7	-3	-20	-0.2	-2	1
[43] Cc1csc(NC(=O)Cc2ccc(F)cc2)n1
    0.1	15	-1	-0.9	1.0	-5	-15	4.4	-1	-2
[44] N=c1c(S(=O)(=O)c2ccc(Br)cc2)cc2c(=O)n3ccccc3nc2n1C1CCCCC1
    -2.5	2	5	1.8	2.0	-3	-5	0.2	-3	1
[45] CCc1ccc(NC(=O)NCCN2CCCCC2)cc1
    1.4	8	-10	-1.0	1.7	-2	-11	-0.1	-1	1
[46] CCNS(=O)(=O)c1ccc(CCC(=O)N2CCN(c3cccc(Cl)c3)CC2)cc1
    -0.4	4	-8	-1.9	0.5	0	4	-0.9	-2	4
[47] COc1cccc(C(=O)CN(C(=O)c2ccc(Cl)c(Cl)c2)N2C(=O)c3ccccc3C2=O)c1
    -0.4	10	2	-1.6	2.3	12	3	2.2	-3	7
[48] COc1ccc(C(C)(C)C)cc1NC(=O)C1C2C=CC(C2)C1C(=O)O (stereo not given)
    -0.4	-1	-7	2.0	3.3	0	2	2.8	2	-1
[49] COc1ccc2c(c1)NC(c1cc(Cl)cc(Cl)c1O)c1cccn1-2 (stereo not given)
    0.2	-19	-3	x	x	-9	-17	3.0	-2	-3
[50] O=S(=O)(NC(=NCCc1ccc(Cl)cc1)c1ccccc1Cl)c1cccs1
    x	-17	-4	0.1	-0.5	9	-4	3.4	2	-5
[51] Cc1ccc(NC(=O)C2Oc3ccccc3OC2C)cc1 (stereo not given)
    -1.5	-22	0	0.7	4.5	-5	-5	1.3	4	-14
[52] O=C(COc1ccccc1F)Nc1nnc(-c2ccncc2)s1
    -1.7	-10	-1	-0.8	0.3	6	-12	0.8	-4	1
[53] O=C(Oc1ccnc2cc(Cl)ccc12)N1CCOCC1
    -2.4	x	7	-1.7	-0.3	x	3	1.7	-1	4
[54] COc1ccc(CNC(=O)NC(C)(C)c2cccc(C(C)(C)NC(=O)NCc3ccc(OC)cc3)c2)cc1
    -1.1	x	4	0.3	1.6	-6	-5	3.1	x	2
[55] CC(=O)c1ccc(NC(=O)N2CCN(c3cccc(Cl)c3)CC2)cc1
    -0.4	4	9	3.2	7.8	2	-2	4.9	-1	-5

No enrichment for hits; overall some 1.9% were active at least once.
